Screens (PubChem)
PKM2 act: increases activity of human pyruvate kinase M2; Potency, µM (top dose mostly 57.5 µM), inactives show at the top dose activation, hits mostly activators; P14618; actives 0.34% (n = 260,000); purified PKM2, Kinase-Glo ATP luminescence, activation; response scale: 0% is enzyme alone, no compound; further: potency means the concentration at half of the fitted maximal effect; on the % scale 0 is the no-effect control and ±100 the full control effect; nearly all actives have a fitted effect of over 55% in size
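ATP formation by purified human PK-M2, quantified via coupled luciferase luminescence after 1 h at room temperature with 0.1 mM ADP and 0.5 mM PEP final.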
TSHR antagonist: antagonists of human thyroid stimulating hormone receptor; TSHR-expressing cells, TSH-stimulated cAMP HTRF, 2 h; hits give low values; activity change, negative = inhibition, % at 11.5 µM; actives 0.2% (n = 330,000); AID 504810;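 active means activity change below a set negative limit, meaning inhibition stronger than a set level, cut at about -70% in these data; inconclusive means activity change between two set negative limits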; further: on the % scale 0 is the no-effect control and ±100 the full control effect
Target sequence (P16473 whole entry, looked up): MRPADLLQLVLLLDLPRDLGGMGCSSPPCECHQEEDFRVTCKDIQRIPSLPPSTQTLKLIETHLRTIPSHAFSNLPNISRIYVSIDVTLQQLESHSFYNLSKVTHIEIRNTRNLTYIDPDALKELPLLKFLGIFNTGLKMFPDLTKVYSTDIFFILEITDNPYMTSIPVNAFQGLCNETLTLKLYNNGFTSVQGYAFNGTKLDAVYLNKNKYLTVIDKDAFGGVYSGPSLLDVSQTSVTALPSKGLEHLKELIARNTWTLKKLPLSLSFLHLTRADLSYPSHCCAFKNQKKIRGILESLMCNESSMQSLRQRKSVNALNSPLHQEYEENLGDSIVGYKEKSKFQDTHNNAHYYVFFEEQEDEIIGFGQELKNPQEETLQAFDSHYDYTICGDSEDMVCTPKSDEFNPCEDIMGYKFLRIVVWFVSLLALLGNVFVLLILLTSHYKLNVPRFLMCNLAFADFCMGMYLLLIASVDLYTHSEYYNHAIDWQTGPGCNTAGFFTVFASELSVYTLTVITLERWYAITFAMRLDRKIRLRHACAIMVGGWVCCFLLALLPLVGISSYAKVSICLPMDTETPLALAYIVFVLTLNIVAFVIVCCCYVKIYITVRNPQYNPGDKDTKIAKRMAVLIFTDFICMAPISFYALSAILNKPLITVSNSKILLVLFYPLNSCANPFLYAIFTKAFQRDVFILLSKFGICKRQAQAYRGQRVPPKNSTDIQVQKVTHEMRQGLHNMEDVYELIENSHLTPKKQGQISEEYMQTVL
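Antagonism was scored as loss of TSH-driven cAMP in TSHR cells, stimulated with 4nM TSH (EC80) for 2 hours at 37 deg C and detected by homogeneous HTRF competition immunoassay.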
MBNL1-CUG inh: MBNL1-poly(CUG) RNA binding inhibition. actives 0.036% (n = 280,000). Potency, µM (series often up to 57.5 µM), inactives show at the highest dose activity change, negative = inhibition, actives largely listed as inhibitors. TR-FRET MBNL1-His/biotin-(CUG)12 binding, 665/545 ratio; active means well fitted inhibition curve with a large enough effect in the signal ratio, with a control signal flat, not every such curve was filed as active; inconclusive means small, poorly fitted or top-dose-only effect, or effect the other way, or a change in a side signal; inactive means no such curve, though single readings can be large or run the other way; the % refers to the signal ratio; further: potency means the concentration at half of the fitted maximal effect; on the % scale 0 is the no-effect control and ±100 the full control effect
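Compound titration spanned 92 nM–58 uM against the MBNL1-His/biotin-(CUG)12 complex. After 60 min at room temperature with 5 nM streptavidin-XL665 and 0.055 ng/ul terbium anti-His, ratiometric 665/545 nm emission (Ex 340 nm) normalized to controls.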
KCNH2 WT inh: KCNH2 (human, wildtype) channel inhibition; Q12809; actives 0.37% (n = 340,000); U2OS, BacMam KCNH2, thallium flux FluxOr; hits give low values; activity change, % at 1.84 µM;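 active means maximum activity change below -70%; inconclusive means maximum activity change between -70% and -50%; inactive means maximum activity change above -50%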; further: on the % scale 0 is the no-effect control and ±100 the full control effect
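U2OS cells transduced with wild-type KCNH2 virus are loaded with FluxOr dye for 45 min, and thallium flux is measured in kinetic reads before and after stimulation buffer. Rate constants are normalized to DMSO controls.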
Menin-MLL TR inh: inhibitors of human menin-MLL interaction, mutant MLL peptide | actives 0.23% (n = 270,000) | Potency, µM (doses to about 61.6 µM), without a hit: at the highest dose FP activity change, negative = inhibition, most hits filed as inhibitors | Menin + Texas Red MLL mutant peptide, fluorescence polarization; active means well fitted inhibition curve with a large enough effect in the polarisation, with a control signal flat, not every such curve was filed as active; inconclusive means small, poorly fitted or top-dose-only effect, or effect the other way, or a change in a side signal; inactive means no such curve, though single readings can be large or run the other way; the % refers to the polarisation; further: potency means the concentration at half of the fitted maximal effect; % of control where 0% means no effect; many of its hits are not listed in these tables
Eya2 inh: inhibitors of human Eya2 phosphatase activity; recombinant Eya2, OMFP fluorescence dephosphorylation (OMFP is methylfluorescein phosphate); Potency, µM (highest dose often 76.9 µM), inactives show top-dose activity, negative = inhibition, actives largely listed as inhibitors; actives 0.006% (n = 330,000); AID 488837; further: potency means the concentration at half of the fitted maximal effect; on the % scale 0 is the no-effect control and ±100 the full control effect
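Eya2 protein (added as 0.2 uM solution) was preincubated with compound for 10 min at ambient temperature in 50 mM HEPES pH 7.5, 50 mM NaCl, 5 uM MgCl2, 0.05% BSA, 1 mM DTT. OMFP (added at 50 uM) then reacted 10 min; fluorescence read at 485/525 nm.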
S-ASM inh: human S-ASM enzyme inhibition | P17405 | placental ASM, HMU-PC fluorogenic substrate, 60 min | AID 504937 | Potency, µM (top dose mostly 57.5 µM), for inactives: top-dose activity change, negative = inhibition, most hits filed as inhibitors | actives 0.006% (n = 340,000); further: potency means the concentration at half of the fitted maximal effect
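Human placenta-derived ASM preincubated with compound 10 min at room temperature, then reacted with 9 uM (final) fluorogenic HMU-PC substrate for 60 min at 37 C. Stop solution raises pH to 10; fluorescence read at Ex 386/Em 447 nm.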
GALK inhibitor: inhibitors of human galactokinase; P51570; Purified GALK, Kinase-Glo residual ATP luminescence; Potency, µM (series often up to 57.5 µM), for inactives: at the top dose activity change, negative = inhibition, actives largely listed as inhibitors; actives 0.007% (n = 270,000); AID 1868; further: potency means the concentration at half of the fitted maximal effect; on the % scale 0 is the no-effect control and ±100 the full control effect
Target sequence (P51570 whole entry, looked up): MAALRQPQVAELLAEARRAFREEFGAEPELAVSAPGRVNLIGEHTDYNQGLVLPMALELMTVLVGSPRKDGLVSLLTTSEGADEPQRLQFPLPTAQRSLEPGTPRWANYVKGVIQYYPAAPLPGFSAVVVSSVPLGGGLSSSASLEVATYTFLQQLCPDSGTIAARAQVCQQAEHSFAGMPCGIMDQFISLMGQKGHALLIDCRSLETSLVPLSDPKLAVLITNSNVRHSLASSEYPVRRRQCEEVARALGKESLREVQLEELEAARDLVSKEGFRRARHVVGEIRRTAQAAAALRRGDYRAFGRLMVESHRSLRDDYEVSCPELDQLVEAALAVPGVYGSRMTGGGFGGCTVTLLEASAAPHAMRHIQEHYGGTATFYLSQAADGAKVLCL
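Quantitative HTS: GALK 5 nM, ATP 35 uM, galactose 100 uM, 1 h room temperature, then luciferase-based ATP detection.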
BCR signal inh: inhibitors of chronic active B-cell receptor signaling; AID 493014; ABC-DLBCL IkBa-CBG/CBR reporter, luminescence ratio, 4 h; actives 0.05% (n = 340,000); Potency, µM (highest dose often 46.1 µM), without a hit: top-dose ratio change, negative = lower green/red ratio, actives largely listed as inhibitors; active means well fitted inhibition curve with a large enough effect in the signal ratio, with a control signal flat, not every such curve was filed as active; inconclusive means small, poorly fitted or top-dose-only effect, or effect the other way, or a change in a side signal; the % refers to the signal ratio;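 further: potency means the concentration at half of the fitted maximal effect; plate controls were basal doxycycline-induced cells for no effect and cells given 10 µM MG132 for full effect; MG132 reads +100%, hits lower the ratio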
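Cell line TMD8 (human ABC DLBCL), stably expressing tet-inducible CBG68-IkBa fusion and CBR; IMDM/0.5% FBS; cpd up to 46 uM; dox induction, 4 h, 37C/5% CO2; dual luminescence; green/red ratio; MG132 control.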
Mito fusion act: blocks mitochondrial division or promotes mitochondrial fusion; S. cerevisiae fusion-defective mutant growth rescue, CellTiterGlo 48 h; Potency, µM (series often up to 46.1 µM), without a hit: top-dose growth rescue (activation), usual class: activators; actives 0.23% (n = 320,000); AID 485298;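 further: potency means the concentration at half of the fitted maximal effect; % of control where 0% means no effect; nearly all actives have a fitted effect of over 45% in size; temperature-sensitive fusion mutants such as fzo1-1 at 37 °C on non-fermentable ethanol glycerol medium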
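Compounds are tested for their ability to restore growth of mitochondrial fusion-defective yeast strains at non-permissive 37C in YPEG medium over 48 hours. Viability is quantified by luciferase luminescence.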
USP2a block: blocks human ubiquitin-specific protease USP2a. O75604. USP2 core, Ub-CHOP2 coupled fluorogenic reporter, 485/531. Potency, µM (top dose mostly 38.3 µM), for the others: at the highest dose activity change, negative = inhibition, actives largely listed as inhibitors. actives 0.01% (n = 330,000);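 further: potency means the concentration at half of the fitted maximal effect; plate controls were DMSO wells for no effect and full inhibition by NEM control for full effect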
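USP2 core (10nM final) preincubated 30min RT with compound in 20mM Tris-HCl pH 8.0, 2mM CaCl2, 2mM beta-mercaptoethanol, 0.05% CHAPS; 25nM Ub-CHOP2 plus 25nM reporter substrate added, fluorescence (Ex485/Em531) read after 60min.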
The depositor's hits bear a star; ? = inconclusive; / = not tested or not shown; & = joins results of further samples; [ ] = another dose, or the depositor's remark. Unless noted, the call rests on the fitted dose curve; in most records, active means well fitted curve in the direction sought with a large enough effect; inconclusive means small, poorly fitted or top-dose-only effect, or another doubt; inactive means no such curve, though single readings can be large; an effect the other way counts as inactive or inconclusive. Not all compounds are listed; rates above refer to the full screens.

SMILES	PKM2 act	TSHR antagonist	MBNL1-CUG inh	KCNH2 WT inh	Menin-MLL TR inh	Eya2 inh	S-ASM inh	GALK inhibitor	BCR signal inh	Mito fusion act	USP2a block
Cc1cccc(NC(=O)NNC(=O)c2nn(C)cc2Br)c1	-1.6%	2.7	-29.4%	25.8	-12.0%	-7.2%	0.2%	2.6%	?	2.4%	1.3%
Oc1ccc(C(c2nnnn2C2CCCCC2)N2CCOCC2)cc1 (stereo not drawn)	-4.3%	6.9	-2.6%	1.9	-4.1%	-4.1%	-0.6%	3.6%	5.7%	-2.6%	2.2%
O=Cc1ccccc1-c1cn(CN2C(=O)c3ccccc3C2=O)nn1	-2.3%	-0.8	5.8%	6.3	-2.6%	-9.2%	-4.5%	/	-5.3%	0.4%	1.5%
O=C(c1ccco1)N1CCN(Cc2nnnn2C2CCCCC2)CC1	-1.3%	4.9	-2.8%	-6.4	-15.3%	6.8%	-1.2%	-6.6%	3.3%	13.6%	0.9%
Cc1ccc(-c2c3c(=O)n(C)c(=O)n(C)c3cn2Cc2ccccc2)cc1	0.7%	-1.2	3.7%	-0.8	-15.3%	-7.8%	-1.4%	-0.1%	-1.5%	6.6%	3.6%
O=C(Cc1ccccc1)N1CCN=C1SCc1cccc([N+](=O)[O-])c1	0.9%	-0.7	20.7%	0.4	16.1%	-1.2%	0.6%	-1.9%	?	3.6%	7.4%
Cc1ccc(C(=O)N(c2ccccn2)C(C)c2ccco2)cc1 (stereo not drawn)	-3.7%	-11.1	0.0%	3.3	-5.8%	6.0%	3.1%	-3.2%	0.9%	0.6%	2.2%
CCOc1ccc(N(C(=O)CNC(=O)c2ccco2)C(C(=O)NC2CCCC2)c2ccncc2)cc1 (stereo not drawn)	-21.0%	0.2	7.1%	-5.8	-3.1%	17.0%	-0.5%	10.7%	12.4%	2.8%	-0.9%
COc1ccc(C(=O)OCC(=O)Nc2c(C)n(C)n(-c3ccccc3)c2=O)cc1	/	/	/	0.0	/	6.0%	2.7%	/	5.2%	/	5.6%
Cc1c(C#N)c2ccccc2n1C	-1.0%	10.2	-3.5%	0.4	/	-28.6%	-2.0%	-2.6%	?	1.1%	7.9%
O=C(Cc1c[nH]c2ccccc12)NNC(=O)c1ccccc1	-6.6%	0.2	0.9%	-7.7	12.7%	-7.1%	6.8%	2.1%	?	-2.6%	4.3%
COc1cc(SC)ccc1C(=O)OC1CCOC1=O (stereo not drawn)	2.2%	-6.9	-4.1%	-15.3	-11.8%	-12.7%	-0.8%	-0.9%	0.1%	0.8%	0.5%
O=C(COC(=O)C1CCCCC1)Nc1ccc(N2CCCCC2)cc1	-0.4%	-3.2	-1.1%	2.3	-3.7%	-9.9%	0.5%	-2.8%	0.3%	-3.9%	-1.1%
Cc1noc(C)c1COc1ccc(C(=O)N2CCN(S(=O)(=O)c3cccc(F)c3)CC2)cc1	/	-1.2	/	11.5	/	-3.0%	-0.7%	/	?	/	3.0%
Cc1oc(-c2ccccc2Cl)nc1CS(=O)CC(=O)NC1CC1 (stereo not drawn)	/	-1.0	0.1%	-260.9*	/	-2.3%	1.4%	-2.6%	0.5%	2.1%	-2.0%
COc1ccc(OCCn2ccnc2C)cc1	-19.7%	-7.6	-17.6%	15.5	-8.8%	4.2%	-2.1%	1.8%	4.6%	-0.9%	-1.5%
Cn1nc(C(=O)Nc2cccc(Cl)c2)cc1C(=O)Nc1cccc(Cl)c1	0.8%[11.5 µM]	-16.3	-0.1%	17.9	?	5.9%	-0.9%	3.8%	?	-2.5%	0.7%
O=C(NCC1CCCO1)c1cc(C(=O)C2CC2)c[nH]1 (stereo not drawn)	0.6%	0.6	0.4%	-9.1	5.3%	20.0%	0.5%	0.0%	1.1%	-5.7%	0.3%
CS(=O)(=O)N1CC2CCCN2c2ccc(C(F)(F)F)cc21 (stereo not drawn)	-10.8%	-7.2	-0.7%	4.1	1.4%	-15.4%	-0.5%	1.7%	-3.3%	3.0%	-3.6%
O=C(CSc1n[nH]c(-c2ccccc2)n1)c1ccc(O)c(O)c1	1.4%	-2.4	16.1%	6.2	5.7%	-5.5%	-2.3%	-1.2%	?	1.4%	1.2%
O=C(CCCc1nc(-c2ccc(Cl)cc2)no1)NC1CCCC1	9.4%	42.9	5.9%	5.3	/	-26.7%	-3.5%	-2.3%	-3.3%	6.6%	-0.3%
COCCCN(C(=S)NC(=O)C12CC3CC(CC(C3)C1)C2)c1c(N)n(Cc2ccccc2)c(=O)[nH]c1=O	-0.9%	-16.7	-2.3%	-7.0	-17.2%	-0.2%	15.1%	-1.1%	?	-1.0%	2.3%
CCOC(=O)C1(CCOc2ccccc2)CCN(Cc2cc(OC)c(O)cc2Cl)CC1	-0.2%	-1.2	-11.6%	1.7	-8.7%	0.7%	-0.5%	2.6%	-9.4%	12.8%	-4.7%
Cc1ccccc1NC(=O)COc1ccc2c(c1)OC(C)(C)CC2=O	-7.8%	-3.4	3.5%	3.7	/	-25.1%	2.4%	0.4%	?	-1.0%	2.0%
Cn1ncc(Cl)c1C(=O)Nc1nnc(C2CC2)s1	-1.9%	6.3	3.4%	-3.9	/	0.3%	3.6%	2.2%	1.8%	0.6%	0.1%
Further compounds.
SMILES	PKM2 act	TSHR antagonist	MBNL1-CUG inh	KCNH2 WT inh	Menin-MLL TR inh	Eya2 inh	S-ASM inh	GALK inhibitor	BCR signal inh	Mito fusion act	USP2a block
C=CCn1c(CNS(=O)(=O)c2ccc(Br)cc2)nnc1SC	-5.1%	-1.3	-0.9%	12.2	/	-7.4%	6.8%	-0.5%	-5.7%	0.0%	-1.1%
CC(C)CCNC(=O)[C@H](CSCc1ccccc1)N1Cc2ccccc2C1=O	-0.6%	-1.1	-12.8%	10.8	-4.0%	-0.4%	-4.2%	/	-0.4%	?	1.4%
CCn1ncc(Br)c1C(=O)Nc1cc(C)ccc1F	15.6%	-6.3	-1.9%	-9.4	-8.9%	5.1%	-2.1%	-0.2%	0.0%	-3.7%	0.8%
Cc1nc2ccc(S(=O)(=O)NCC(=O)NCc3ccc4c(c3)OCO4)cc2s1	10.8%	36.0	-12.0%	3.4	0.0%	0.1%	2.7%	0.4%	4.6%	-5.1%	-4.8%
O=C1c2ccccc2C(=O)N1Cc1cccnc1	-3.9%	6.2	13.7%	12.3	3.1%	-3.3%	-0.6%	4.9%	-0.1%	-2.3%	1.3%
NS(=O)(=O)c1ccc(C(=O)O)cc1	-2.5%	4.3	-9.8%	-18.2	8.9%&13.7%	-4.2%	-1.2%	/	4.0%	-3.3%	2.8%
COc1cc(C(=O)N2CCC(c3nc(-c4cccnc4)no3)CC2)cc(OC)c1OC	-11.1%	7.1	0.9%	-29.6	-0.7%	8.8%	-0.2%	4.1%	-6.4%	-6.6%	1.2%
CO/N=C/C(NC(=O)c1ccc(C(F)(F)F)cc1)C(=O)OC (stereo not drawn)	-10.2%	3.3	2.3%	9.3	-0.3%	-22.3%	8.4%	-0.5%	?	0.4%	3.7%
O=C(Nc1nc(-c2cccc([N+](=O)[O-])c2)cs1)C(c1ccccc1)c1ccccc1	9.0%	3.4	3.2%	-3.8	?	10.1%	?	0.3%	?	?	-0.4%
COc1ccc(OC)c(NC(=O)Nc2cc(NC(=O)Nc3cc(OC)ccc3OC)c(C)nc2C)c1	12.1%	19.3	-10.3%	-6.8	6.6%	1.4%	0.4%	/	-1.1%	-0.6%	1.0%
COc1ccc(C(=O)Nc2ccnn2C2CCN(Cc3cccnc3)CC2)cc1	-0.6%[0.46 µM]	-5.4	-19.8%	-0.8	1.8%	0.2%	11.7%	-2.4%	1.3%	-7.6%	-0.2%
COc1ccccc1CN(C(=O)c1ccco1)C(C(=O)NC1CCCC1)c1ccncc1 (stereo not drawn)	-0.4%	0.3	3.1%	-7.4	-1.0%	-0.6%	1.7%	11.9%	-1.1%	-3.7%	1.4%
O=C(Nc1ccnn1C1CCN(Cc2ccc(CO)o2)CC1)c1ccc2c(c1)OCO2	-3.8%	-4.0	-1.6%	0.6	0.0%	6.7%	-1.6%	-1.1%	-0.9%	1.0%	1.9%
O=C1c2ccccc2C(=O)c2c1cccc2-n1nnc2ccccc21	0.7%	1.4	?	1.1	/	-15.0%	-2.8%	4.7%	8.6%	1.1%	9.2%
CC(=O)Oc1cccc(N2C(=O)C3C4C=CC(C4)C3C2=O)c1 (stereo not drawn)	-0.4%	7.9	-2.2%	3.9	-7.7%	-8.1%	5.9%	10.8%	-0.4%	-0.2%	-2.7%
